Compound activity (PubChem BioAssay)
MMP-13 inhibitor: human MMP13 inhibitors, primary screen, biochemical, FRET peptide cleavage; MMP-13 fTHP FRET cleavage, Mca fluorescence; hit rate 0.07% among 65,000; inhibition, % at 4 µM; Collagenase 3 (Homo sapiens), P45452; AID 570, 2006;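 active = inhibition above the mean of compound-free control plate wells plus 3 SD, cut at about 14% in these data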;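 also: 0% = DMSO wells and 100% = wells with reference MMP-13 inhibitor after basal subtraction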
Autofluor 339: intrinsic fluorescence of library compounds, ex339/em460 – biochemical, MLSMR library, data from DPM-DC assay, artefact control, profiling panel; compound autofluorescence, ex339/em460 nm, NADH buffer; active compounds read high; 1 = no-compound wells, NADH background; hit rate 5.5% among 65,000; fluorescence fold increase at 10 µM;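 active = at 10 µM, mean starting fluorescence two-fold or more over control wells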;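 also: signal is the first read of a kinetic run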
5HT1E ag: 5-HT1E receptor agonists, primary screen, cell-based, HTS; hit rate 0.69% among 65,000; AID 574, 2007; CHO 5-HT1E Ga15 NFAT-bla reporter, FRET; 0% DMSO wells, 100% control agonist wells; activation, % at 6 µM; 5-hydroxytryptamine receptor 1E (Homo sapiens), P28566;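 active = activation above a set limit, the screen-wide mean activation plus 3 SD, cut at about 8.5% in these data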;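 also: 100% = positive control agonist at 1 µM giving full maximal response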
Target sequence (P28566 whole entry, looked up): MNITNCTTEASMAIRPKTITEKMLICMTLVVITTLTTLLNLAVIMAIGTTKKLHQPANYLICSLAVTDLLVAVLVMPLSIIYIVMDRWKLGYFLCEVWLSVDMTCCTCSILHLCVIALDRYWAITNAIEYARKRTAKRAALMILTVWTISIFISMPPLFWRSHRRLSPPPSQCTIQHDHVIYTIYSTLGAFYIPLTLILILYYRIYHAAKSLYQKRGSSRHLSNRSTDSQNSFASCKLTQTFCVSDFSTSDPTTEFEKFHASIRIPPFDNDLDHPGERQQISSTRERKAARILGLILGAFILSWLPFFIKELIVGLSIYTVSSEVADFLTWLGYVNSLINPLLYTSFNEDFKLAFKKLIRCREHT
S1P3 agonist: human S1P3 receptor agonists, primary screen, cell-based, primary and confirmation, NFAT-BLA reporter | activation, % at 4.5 µM | hit rate 0.1% among 60,000 | Sphingosine 1-phosphate receptor 3 (Homo sapiens), Q99500 | S1P3 NFAT-BLA reporter cells, agonism, FRET ratio; relative to 1 µM S1P, basal subtracted | AID 373, 2006;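 active = activation above the screen-wide mean plus 3 SD, cut at about 4.5% in these data, passing the limit was not always enough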; also: some compounds called inactive have numbers as strong as hits
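material = human S1P3 NFAT-BLA reporter CHO cells | schedule = 4 h compound at 37 °C, 2 h substrate at RT | measured by = fluorescent BLA substrate, ex 405 nm, em 460/535 nm ratio | controls = 1 µM S1P reference | replication = primary once, confirmation triplicate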
S1P1 ag pot: S1P1 agonists and agonism potentiators, primary screen, cell-based, primary and confirmation screens, CRE-bla reporter. hit rate 0.57% among 56,000. S1P1 CRE-bla cells, forskolin, beta-lactamase FRET, potentiator mode; S1P1 agonist co-added at EC20, 2 nM; 100% = saturating reference agonist, 0% = basal. AID 449, 2006. activation, % at 9.5 µM. Sphingosine 1-phosphate receptor 1 (Homo sapiens), P21453;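 active = activation above a cutoff set at the mean activation of all tested compounds plus 3 SD, cut at about 54% in these data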;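 also: forskolin at 4 µM as EC80 and the EC20 agonist is SEW2871; 100% = SEW2871 at its EC100 plus forskolin at EC80; some compounds past the cut are filed as inactive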
Target sequence (P21453 whole entry, looked up): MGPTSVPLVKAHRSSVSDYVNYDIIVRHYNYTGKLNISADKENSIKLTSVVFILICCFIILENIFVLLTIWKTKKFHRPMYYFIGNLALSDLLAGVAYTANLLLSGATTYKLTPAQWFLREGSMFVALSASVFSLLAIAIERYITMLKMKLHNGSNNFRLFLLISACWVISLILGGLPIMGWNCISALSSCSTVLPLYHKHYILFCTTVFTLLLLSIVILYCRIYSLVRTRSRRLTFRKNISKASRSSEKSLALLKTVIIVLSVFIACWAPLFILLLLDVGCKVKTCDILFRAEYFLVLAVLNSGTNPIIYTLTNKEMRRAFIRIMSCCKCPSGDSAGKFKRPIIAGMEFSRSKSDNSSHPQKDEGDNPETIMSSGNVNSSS
5-HT1A blocker: human 5-HT1a receptor antagonists, primary screen, cell-based, CHO, Ga15 NFAT-bla reporter | hit rate 0.68% among 62,000 | inhibition, % at 10 µM | AID 612, 2007 | CHO 5-HT1a Ga15 NFAT-bla reporter, antagonist mode;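 active = inhibition above the mean of all tested compounds plus 3 SD, cut at about 43% in these data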;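 also: receptor stimulated by 5-CT agonist at 100 nM near EC80; beta-lactamase reporter measured by ratiometric fluorescence of a cleavable substrate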
Her2 expr inh: inhibitors of Her2 protein expression, primary screen, SKBR-3 cells, AlphaScreen, 66K library | Receptor tyrosine-protein kinase erbB-2 (Homo sapiens), P04626 | SKBR-3 HER2 protein level, 18-24 h; active compounds read low | HER2 level % of control, % at 10 µM | hit rate 0.69% among 65,000;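 active = HER2 level under 5% of the carrier-only control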;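 also: 100% = DMSO carrier and 0% = 500 nM PU-H71 HSP90 inhibitor; lower value means stronger loss of Her2 protein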
Abs 340nm: compound light absorbance at 340 nm, profiling panel, artefact control, biochemical, MLSMR library, data from PS, PMK, MK assays | 65,000 tested, under 10 active | compound absorbance at 340 nm, fold over control | fold change at 10 µM;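 active = at 10 µM dose, initial 340 nm absorbance at least 2 fold that of control wells; inactive = change under 2 fold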;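 also: initial absorbance extrapolated from kinetic A340 decline of NADH oxidation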
5HT1E antag: 5-HT1E receptor antagonists, primary screen, cell-based, HTS; 5-hydroxytryptamine receptor 1E (Homo sapiens), P28566; CHO 5-HT1E Ga15 NFAT-bla reporter, FRET, antagonist; inhibition, % at 6 µM; hit rate 0.99% among 65,000; AID 571, 2007;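 active = inhibition above a set limit, the mean inhibition across every tested compound plus 3 SD, cut at about 29% in these data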;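 also: signal is the 460 over 535 nm emission ratio of beta-lactamase substrate; 0% = agonist plus DMSO wells and 100% = wells without agonist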
Starred values were filed as active, the others as inactive; . = not tested or not shown.

SMILES,MMP-13 inhibitor,Autofluor 339,5HT1E ag,S1P3 agonist,S1P1 ag pot,5-HT1A blocker,Her2 expr inh,Abs 340nm,5HT1E antag
COc1ccc(-c2c(C)oc3cc(O)cc(O)c3c2=O)cc1OC,3,1.1,0.6,-0.6,31,7,90,1.1,3
CCc1cccc(NC(=O)CN(c2ccc(OC)cc2)S(=O)(=O)c2c(C)n[nH]c2C)c1,4,1.1,-0.1,0.6,-14,-18,76,0.97,-11
CCN(CC)C(=O)C1=C(C)NC(=O)NC1c1c(F)cccc1Cl (configuration not stated),4,1.1,0.1,.,.,-10,110,0.99,-3
CCN(CC)c1ccc(NC(=O)CSc2nc(C)cc(=O)[nH]2)cc1,8,1.1,0.2,-2.4,21,15,82,1.1,-2
COc1cccc(C=Nc2ccc3c(c2)OCCO3)c1O,-3,1.1,-0.8,-0.3,-4,0,102,1,-3
Cc1nc2ncnn2c(C)c1CCC(=O)N1CCOCC1,0,1.1,0.0,1.0,-29,-14,111,0.97,2
COc1ccc(C(=O)Cn2nnc(-c3cccs3)n2)cc1,-1,1,-0.8,-0.4,10,12,93,1,14
COc1cccc(C(=O)N(CN2CCCC2=O)c2ccccc2OC)c1,1,1.1,0.0,2.8,-16,-14,83,1,-5
CCn1c(CNC(=O)Cc2ccc(OC)cc2)nnc1SCC(=O)Nc1nccs1,1,1.1,0.6,-0.6,7,-8,56,1,-2
Cn1c(=O)oc2cc(S(=O)(=O)N3CCCC(C(=O)N4CC=C(c5ccccc5)CC4)C3)ccc21 (configuration not stated),1,1.1,0.8,-1.3,63,-7,118,1,5
Cc1ccc(S(=O)(=O)N2CCCC2C(=O)N2CCCCCC2)cc1 (configuration not stated),-2,1.1,1.1,-0.9,23,-10,104,1,1
Cn1c(=O)c2c(nc(NC3CCCCC3)n2CC(O)COc2ccccc2)n(C)c1=O (configuration not stated),-8,1.1,0.9,0.6,-38,-14,72,0.97,-21
COc1ccc(Br)cc1CN1CCCC(C(=O)N2CCCCCC2)C1 (configuration not stated),7,1.1,-1.3,-0.9,-21,39,82,1,12
COc1ccc(C(=O)N2CCc3cc(OC)c(OC)cc3C2)cc1OC,-2,1.1,0.2,-0.1,-6,3,109,1.1,11
CCOC(=O)N1CCN(c2c(Nc3ccc4c(c3)OCCO4)c(=O)c2=O)CC1,4,0.97,0.5,-0.8,-19,-1,88,1.1,-3
Cc1nn2c3c(cnc2c1-c1ccccc1)C(=O)CC(C)C3 (configuration not stated),1,1,-1.1,-1.0,.,5,99,1,12
O=C1C(C=NCCCN2CCOCC2)=C(O)c2ccccc21,2,1.1,-0.6,-0.7,.,-1,72,1.2,2
COC(=O)[C@H]1CCCN1C(=O)Nc1cccc(Oc2c(F)c(F)c(F)c(F)c2F)c1,-4,1.1,0.1,-0.1,-1,.,94,1,-3
O=C(Nc1ccc(-c2nc3ccccc3[nH]2)cc1)C1CCCO1 (configuration not stated),-1,1.2,-0.2,-0.5,9,3,103,1.1,-4
COc1cccc(NC(=O)CSc2ccc3nnc(-c4ccncc4)n3n2)c1,2,1,1.1,-0.6,0,0,97,1,-1
CCOC(=O)c1c(NC(=O)CSc2nnc(CNc3ccc(OC)cc3)n2C)sc(C)c1C,3,1.1,2.2,-0.8,10,-12,79,1.1,15
CC1CCCCN1C(=O)c1cnn2c(C(F)(F)F)cc(-c3ccco3)nc12 (configuration not stated),-8,1.7,0.4,-0.9,-19,0,120,1.2,12
CCN1C(=O)C(NC(C)=O)c2cc(Br)ccc21 (configuration not stated),-2,1.1,1.5,-0.8,2,18,82,0.98,-20
CCCCN1CN(S(=O)(=O)c2cccs2)c2nc3ccccc3nc21,-15,1.4,-0.3,-1.1,6,-22,101,1,11
COc1ccc(N(C)S(=O)(=O)c2cccc(C(=O)NC3=NCCS3)c2)cc1,4,1.1,-0.3,.,.,14,107,0.97,0
Cc1ccc(NC(=O)CCN2CCN(C/C=C/c3ccccc3)CC2)cc1C,-1,1.1,0.4,-0.6,-1,16,95,1,-9
CC(OC(=O)c1ccco1)C(=O)NC1CCCCC1 (configuration not stated),3,1.2,-1.6,0.0,-12,-9,90,0.99,-14
O=C(c1ccc2c(c1)OCO2)N1CCCc2ccccc21,2,1.1,-0.4,-1.3,5,16,89,1,1
CCCS(=O)(=O)N1CCC(C(=O)NC2CCCC(C)C2C)CC1 (configuration not stated),-2,1.1,-0.8,0.2,-34,2,110,1,-1
Cc1cc(C)nc(N(C#N)Cc2ccccc2)n1,1,1.1,0.8,-0.4,.,0,88,1,6
CC(C(=O)NC1=NCCS1)N1C(=O)c2ccccc2C1=O (configuration not stated),-3,1.1,0.7,-0.8,-43,-1,93,1,-5
O=C(Oc1ccc(N(Cc2cccs2)C2=NS(=O)(=O)c3ccccc32)cc1)c1ccco1,3,1,0.2,-1.0,.,-7,90,1,2
CCCn1c(N2CCN(Cc3cccc(C)c3)CC2)nc2c1c(=O)[nH]c(=O)n2C,3,1.1,1.0,-1.2,-9,-12,90,1.1,21
CCOc1ccccc1N(CC(=O)O)S(=O)(=O)c1ccccc1,5,1.1,-0.1,-0.8,1,0,89,1,10
O=C1c2ccccc2C(=O)C1c1ccc2ccccc2n1,7,1.1,-1.0,-3.3,11,.,40,1,-7
CC(C)n1c(SCc2cc(=O)[nH]c3ccccc23)nc2c1c(=O)n(C)c(=O)n2C,-4,1.1,0.1,-0.8,-41,-4,84,1,9
Cc1ccc(CN2C(=O)CCC2C(=O)NCCN2CCN(c3cccc(Cl)c3)CC2)cc1 (configuration not stated),-1,1.1,3.6,-0.5,-2,4,81,1,-14
COc1ccc(S(=O)(=O)Nc2ccc(Cl)cn2)c(C)c1C,-1,1.1,-1.4,0.4,18,3,94,1,6
COc1cc([C@@H]2[C@H]3CN(C)CC=C3C(C#N)=C(N)C2(C#N)C#N)cc2c1OCO2,-8,1.2,-0.2,-4.0,9,.,58,1,-1
CCCNC(=O)c1cc(S(=O)(=O)N2CCc3ccccc32)ccc1F,5,1.1,-1.0,0.6,19,3,92,0.99,20
COCCn1c(-c2ccc(OC)c(OC)c2)nc2ccccc21,-22,1.1,0.0,0.2,-15,-10,113,0.99,-2
CC(C(=O)Nc1ccccc1-c1ccccc1)N1CCOCC1 (configuration not stated),-3,1,-0.2,0.3,2,-1,111,0.98,-6
CCCOC(=O)C1[C@H]2C(=O)N(C(C)c3ccc(OC)cc3)C[C@]23C=C[C@H]1O3 (some centres not stated),-5,1.1,0.0,-0.4,-3,-2,88,1,7
Nc1nnc(SCc2ccc(F)cc2Cl)s1,4,1.1,-0.1,-0.1,-7,-2,84,1,2
COc1cc2c(cc1OC)C(c1ccccc1O)N(C1CC(=O)N(c3ccccc3)C1=O)CC2 (configuration not stated),2,0.98,0.5,-0.3,-2,4,.,1,12
CCOc1cc(C(=O)NCCN2CCOCC2)cc(OCC)c1OCC,2,1.1,-0.2,-0.3,.,-6,98,1,-2
Cc1nn(C(=O)N2CCCCC2)c(C)c1CN1C(=O)c2ccccc2C1=O,4,1,0.4,-1.1,-9,0,97,1,-5
COc1cccc(-n2c(SC)nnc2-c2c[nH]c3ccccc23)c1,-6,1.1,0.7,0.0,2,-10,76,1,1
COc1cc(NC(=O)C2CCCC2)c(OC)cc1Cl,-4,1,0.2,-0.9,-26,8,63,1.1,1
O=C(c1cccc(F)c1)n1nnc2ccccc21,5,1.1,-1.6,0.2,.,1,94,1.1,-8
COc1cc(NC(=O)c2ccccc2)c(OC)cc1NC(=O)CN1CCOCC1,3,1.1,2.0,-0.3,-39,-7,95,1,-7
CCOc1ccccc1CN1C(=O)NC(C)(c2ccccc2)C1=O (configuration not stated),6,1.1,-0.3,0.7,1,2,94,1,3
C=C(C)Cn1c(CCNC(=O)C(C)(C)C)nc2ccccc21,2,1.1,-0.5,.,.,-1,93,1,-1
CCCCNC(=O)c1c(O)c2cccc3c2n(c1=O)CCC3,-3,1.1,0.9,-0.2,-24,-10,39,1,-2
COc1ccc(NC(=O)C2CC2)cc1-n1cnnn1,-4,1.1,-1.1,-1.4,-17,4,110,1,-5
Cc1noc(NS(=O)(=O)c2ccc(NC(=O)C34CCC(CC3)C4)cc2)c1C,-1,1.1,0.5,0.8,10,-10,87,1,-10
COCC(=O)NCCc1ccc(S(N)(=O)=O)cc1,1,1.1,0.1,-1.5,-7,6,85,1.1,11
O=C(CN1CCN(C(=O)N2CCCCC2)CC1)Nc1ccc(F)cc1,0,1.1,0.4,-1.2,-41,6,97,1.1,-4
O=C(O)C1C2C=CC(O2)C1C(=O)Nc1ccc2c(c1)OCCO2 (configuration not stated),1,1.1,1.1,-1.7,-5,-1,87,1,0
O=C(c1cc(-c2ccco2)nn1-c1cccc(Cl)c1)N1CCCCC1,0,1.1,0.2,0.3,11,35,97,0.98,-2

Following part.
SMILES,MMP-13 inhibitor,Autofluor 339,5HT1E ag,S1P3 agonist,S1P1 ag pot,5-HT1A blocker,Her2 expr inh,Abs 340nm,5HT1E antag
Cc1c(C(=O)NCc2ccc3c(c2)OCO3)oc2ccc(S(=O)(=O)N3CCC(C)CC3)cc12,9,1.1,-0.6,.,.,4,71,1.1,-4
CCOC(=O)N1CCN(C(=O)C(CC)n2nc(C)c3sc4ccccc4c3c2=O)CC1 (configuration not stated),-2,1.4,0.4,-1.0,-16,11,69,1,-26
CC(=O)c1ccc(OCC(O)CN2CCN(Cc3ccccc3)CC2)cc1 (configuration not stated),0,1.1,-0.2,0.4,-18,7,94,1,12
C=C(C)c1cccc(C(C)(C)NC(=O)NCCCn2ccnc2)c1,1,1.1,0.4,0.1,1,-18,90,1,-8
COc1ccc(C(=O)O)cc1S(=O)(=O)NCCCN1CCCC1=O,2,1.1,0.5,-0.3,-11,-3,97,1,-8
CCCOc1ccccc1-c1nc(SCCC(=O)O)n[nH]1,-12,1.1,0.2,2.5,-31,1,46,1,-3

2 entries from above in another layout:
Results follow in this order: MMP-13 inhibitor	Autofluor 339	5HT1E ag	S1P3 agonist	S1P1 ag pot	5-HT1A blocker	Her2 expr inh	Abs 340nm	5HT1E antag
- C=C(C)c1cccc(C(C)(C)NC(=O)NCCCn2ccnc2)c1
    1	1.1	0.4	0.1	1	-18	90	1	-8
- COc1ccc(C(=O)O)cc1S(=O)(=O)NCCCN1CCCC1=O
    2	1.1	0.5	-0.3	-11	-3	97	1	-8
